# Bioassay records: PubChem, several laboratories
# EBNA-1 inhibitor: EBNA-1 DNA-binding inhibitors, primary screen, biochemical, fluorescence polarization; inhibition, % at 14.8 µM; hit rate 0.34% among 300,000; in the data active = inhibition above about 28%
# proCasp3 act: activators of human procaspase-3 D3A mutant, primary screen, biochemical, absorbance, PC-3 D3A mutant, single concentration; hit rate 0.11% among 330,000; Caspase-3 (Homo sapiens), P42574; activation, % at 8.5 µM; recombinant procaspase-3 D3A, Ac-DEVD-pNA absorbance 405 nm;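 active = activation above the mean of all tested compounds plus 3 SD, cut at about 21% in these data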;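 note: 0% = DMSO alone and 100% = DMSO wells spiked with extra 5 µM PC-3 D3A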
#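 Test system: Procaspase-3 D3A mutant, all three cleavage aspartates alanine | Dosing: Single dose, 8.5 µM nominal compound, 0.8% DMSO | Schedule: 1 h preincubation, 2 h reaction | Technique: 405 nm absorbance of p-nitroaniline, reads at 0 and 120 min | Repeats: One well per compound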
# AHR act: AHR activators, primary screen, cell-based, luminescence, luciferase reporter, human; Aryl hydrocarbon receptor (Homo sapiens), P35869; AHR-responsive luciferase reporter cells; activation, % at 5 µM; hit rate 2.5% among 320,000; AID 2796, 2010; in the data active = activation above about 47%;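 note: 0% = vehicle wells and 100% = reference agonist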
# proCasp7 act: procaspase-7 activators, primary screen, counter-screen for procaspase-3 activator project, biochemical, absorbance, HTS, human | Caspase-7 (Homo sapiens), P55210 | recombinant procaspase-7, Ac-DEVD-pNA absorbance 405 nm; D23A/D198A/D206A triple mutant, cannot self-cleave; scale: DMSO 0, 5 µM enzyme 100 | activation, % at 8.5 µM | hit rate 0.093% among 330,000;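 active = percent activation above the screen-wide mean plus 3 SD, cut at about 25% in these data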
#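 Material: Procaspase-7 triple mutant (PC-7 D3A) | Quantity: 2 µM procaspase-7 mutant as dispensed | Reagent: DEVD-pNA substrate | Times: 1 h preincubation, 2 h reaction | Technique: 405 nm absorbance of p-nitroaniline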
# LAP4-GFP MLPCN: modulators of LAP4-GFP expression in yeast, primary screen, S. cerevisiae, multiplex flow cytometry, MLPCN library | 3 h; median GFP as percent of DMSO wells | GFP response vs DMSO, % at 10 µM | hit rate 0.34% among 320,000 | AID 2023, 2009;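 active = GFP response vs DMSO above a set limit, about the screen mean plus 3 SD, cut at about 150% in these data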
# MEP2-GFP yeast: modulators of MEP2-GFP levels in yeast, primary screen, S. cerevisiae, multiplex flow cytometry, MLPCN library; S. cerevisiae MEP2-GFP strain, 3 h; 100% = DMSO control level; GFP response vs DMSO, % at 10 µM; hit rate 0.51% among 330,000; AID 2016, 2009;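 active = GFP response versus DMSO above a set limit, roughly screen mean plus 3 SD, cut at about 180% in these data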;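 note: median GFP fluorescence of the barcode-gated MEP2-GFP cells per well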
# RPL19A TOR yeast: RPL19A-GFP expression modulators in yeast, primary screen, cell-based, S. cerevisiae, multiplex flow cytometry, MLPCN; S. cerevisiae RPL19A-GFP strain, 3 h; stronger effect = lower value; percent response vs DMSO, % at 10 µM; hit rate 0.3% among 330,000; AID 2025, 2009;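 active = percent response vs DMSO below 50%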;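 note: median channel GFP fluorescence of the barcoded RPL19A-GFP strain; ratio of sample median GFP to plate DMSO average so 100% = DMSO; lower means less RPL19A-GFP as with rapamycin TOR inhibition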
# ZTA counter: blocks Epstein-Barr virus ZTA, an EBNA-1 counter-screen; ZTA-DNA binding, fluorescence polarization; inhibition, % at 11 µM; hit rate 0.15% among 320,000; in the data active = inhibition above about 33%
# * = called active by the depositor; x = no result given.
SMILES	AHR act	MEP2-GFP yeast	EBNA-1 inhibitor	ZTA counter	proCasp7 act	proCasp3 act	RPL19A TOR yeast	LAP4-GFP MLPCN
COc1ccc(-c2ccc(/C=C3/C(=N)N4C=CSC4=NC3=O)o2)c([N+](=O)[O-])c1	49.2*	97.6	2.0	-5.0	-12.6	-10.1	92.0	91.8
COc1cnc(SC(C)C)[nH]c1=O	-2.0	104.9	-1.6	-15.1	-6.9	3.1	102.9	101.0
O=C(CSc1nnc2c(n1)[nH]c1ccccc12)Nc1cccc(S(=O)(=O)N2CCOCC2)c1	2.0	97.4	7.5	-20.4	-14.6	-9.3	95.3	103.6
CS(=O)(=O)N1CCN(c2ccccc2NC(=S)NC(=O)c2ccccc2[N+](=O)[O-])CC1	0.2	103.1	-4.1	3.7	2.6	4.3	97.9	98.1
CSc1nc(-c2ccccc2)nc(C(Cl)Cl)n1	-0.9	103.0	-8.0	-0.3	-2.6	5.3	102.1	85.5
Cc1cccc(N(Cc2cc3ccccc3[nH]c2=O)C(=O)c2ccco2)c1C	3.9	96.8	5.4	-13.4	7.4	11.4	103.2	99.2
Nc1ncccc1OCc1ccc(Cl)c(Cl)c1	-2.1	97.6	8.9	9.9	6.5	10.2	100.2	110.3
Cc1cc(NC(=O)COC(=O)c2ccc(OC(F)(F)F)cc2)no1	0.1	111.2	x	-0.7	7.1	6.5	109.7	101.8
CCOC(=O)c1sc2nc(C(C)C)c3c(c2c1N)CC(C)(C)OC3	-1.5	113.6	-0.3	-7.6	-4.3	4.2	98.0	100.5
COc1ccc(OC)c(NC(=O)CSc2nc3c(c(=O)n(C)c(=O)n3C)n2C)c1	1.9	95.4	2.3	6.7	-1.6	-4.3	100.7	101.2
COc1cc(/C=N/NC(=O)c2ccc(CSc3nncn3C)cc2)cc(OC)c1O	1.9	106.7	-18.1	-6.1	-4.2	-8.8	105.9	96.0
CCOC(=O)CSc1nnc(-c2ccc(OC)cc2)n1CC	-0.8	101.5	0.4	5.4	-7.6	1.0	100.1	95.9
COCC1CCN(C(=O)C2CCN(c3nc(-c4ccccc4)nc4c3CCC4)CC2)C1 (stereo unspecified)	-0.5	109.2	-11.1	-0.2	2.7	-0.9	103.7	99.3
COc1ccccc1NC(=O)C(=O)c1cn(CC(=O)N2CCOCC2)c2ccccc12	25.0	104.0	1.7	0.4	2.0	21.8*	101.1	98.0
O=C(Nc1ccc(N2CCN(Cc3ccccc3)CC2)cc1)c1cccnc1	37.6	99.1	-7.9	-8.1	-1.6	-0.1	99.5	93.8
COc1ccccc1C(=O)N/N=C1/NC(=O)CC(C(=O)Nc2ccccc2)S1 (stereo unspecified)	-1.9	103.0	-7.6	15.8	1.5	-3.7	99.4	109.5
Cn1ccc(C(=O)N/N=C/c2cccnc2)n1	14.4	95.7	-10.9	-13.8	-5.4	5.5	105.4	84.7
S=C(NCC1CCCO1)Nc1ccc(Cl)c(Cl)c1 (stereo unspecified)	5.8	100.4	-5.3	-2.3	-5.1	2.5	101.2	98.8
O=C(NCC1CCCN1S(=O)(=O)c1cccs1)c1cccc(Cl)c1 (stereo unspecified)	4.4	98.3	-12.4	2.5	0.6	9.3	94.5	98.8
CCOc1ccccc1NC(=O)COC(=O)/C=C/c1ccc(OC)c(OC)c1	0.2	105.4	-5.4	-5.5	-3.4	-3.3	103.7	90.3

# Other entries.
SMILES	AHR act	MEP2-GFP yeast	EBNA-1 inhibitor	ZTA counter	proCasp7 act	proCasp3 act	RPL19A TOR yeast	LAP4-GFP MLPCN
O=C(CCS(=O)(=O)c1cccs1)Nc1ccc(C(=O)NCc2ccc(F)cc2)cc1	-3.5	94.1	3.3	-1.1	4.4	7.0	99.0	95.0
CCO[C@H]1OC(C(=O)O)=C[C@@H](c2csc3ccccc23)[C@@H]1CCCO	10.2	103.4	3.1	0.1	4.7	6.2	102.8	103.5
O=[N+]([O-])c1cc(-c2csc(NCCc3nc4cc(Cl)c(N5CCCCC5)cc4n3CCCO)n2)ccc1Cl	4.8	96.1	2.7	7.0	1.0	-1.5	101.3	108.3
CCc1cccc(CC)c1NC(=O)COC(=O)c1ccc(F)c(S(=O)(=O)N(CC)CC)c1	3.4	107.3	4.3	18.0	-7.5	-0.9	108.2	94.5
O=C(N/N=C/c1ccc2ccccc2c1)c1ccc(COc2ccc3c(c2)CCC3)o1	47.2*	94.3	1.0	-3.3	-0.3	6.4	92.5	96.9
Cc1cc(NC(=O)CSc2nc3cc(Cl)ccc3c(=O)n2CC(C)C)no1	2.2	108.6	11.9	10.5	8.4	3.5	95.9	109.1
COc1ccc(C(=O)c2coc3ccc(O)c(CN(C)C)c23)cc1	0.8	110.9	-2.9	2.8	-9.5	-4.5	103.1	110.3
Cn1c(CNC2CCCCC2)c(C#N)c2ccccc21	10.9	104.8	3.9	9.9	-5.9	9.4	98.4	111.5
Cn1c(SCC(=O)NCCc2ccc(S(N)(=O)=O)cc2)nc2ccccc2c1=O	1.3	95.8	4.2	-14.1	3.6	-1.9	97.0	97.5
CSc1nc2oc3c(c2c2nncn12)CC(C)(C)SC3	2.1	120.5	-5.9	-8.5	-14.7	-8.7	96.4	106.0
O=C(Nc1cccc2ccccc12)NC1CCS(=O)(=O)C1 (stereo unspecified)	0.6	103.2	1.9	3.2	7.4	4.2	101.5	97.8
O=C(O)CP(=O)(c1ccccc1)c1ccccc1	4.2	98.9	-0.4	-10.5	-10.8	-8.4	96.7	89.9
C=CCN1C(c2ccc(OCC)cc2)=CS/C1=C(\C#N)c1nnc2n1CCCCC2	8.3	101.2	0.4	1.6	-2.0	7.4	96.8	94.4
CCOC(=O)Cn1cnc2c(nnn2-c2cccc(Cl)c2)c1=O	4.7	100.3	-11.2	-4.0	5.0	5.9	98.8	92.7
CCn1c(SCC(=O)Nc2nccs2)nnc1-c1ccccn1	11.9	92.5	0.4	-2.8	2.6	7.3	95.8	92.8
S=C(Nc1ccc2nccnc2c1)N1CCOCC1	2.1	101.3	6.5	13.8	-13.3	-12.7	93.6	95.2
Cc1nnc(NC(=O)c2ccc(S(=O)(=O)C(F)F)cc2)s1	18.6	99.2	-1.8	6.8	4.8	-2.2	99.6	91.2
CC(OCC(O)CNCC1COc2ccccc2O1)c1ccc(Cl)cc1 (stereo unspecified)	-0.9	95.3	12.6	1.2	0.5	3.8	103.6	93.6
O=C(NCCc1ccc2c(c1)OCCO2)c1ccc(F)cc1	-1.7	102.8	-9.7	8.2	2.7	-5.8	102.4	94.1
COc1cc2[nH]c(=O)n(CCC(=O)NCc3cccnc3)c(=O)c2cc1OC	0.8	101.5	-10.5	-5.9	9.6	-0.2	101.3	92.0

# (more compounds)
SMILES	AHR act	MEP2-GFP yeast	EBNA-1 inhibitor	ZTA counter	proCasp7 act	proCasp3 act	RPL19A TOR yeast	LAP4-GFP MLPCN
COc1ccc(NC2CCCN(C(=O)C3(C)CCCCC3)C2)cc1OC (stereo unspecified)	8.7	96.7	2.8	3.2	-10.8	-20.1	96.5	91.9
O=C(Nc1ccccc1Cc1ccccc1)c1ccc2c(c1)SC1=NS(=O)(=O)CCN12	6.6	111.5	0.8	7.8	-5.2	-5.6	96.2	90.4
Cc1ccccc1Nc1nc2nonc2nc1N1CCOCC1	-0.1	94.8	4.4	-4.6	0.7	-10.6	96.5	97.1
CCn1c(SCC(=O)Nc2nccs2)nnc1-c1ccco1	0.6	110.5	-3.5	-8.9	-8.2	2.0	102.3	95.7
O=c1cc(CSc2nnc(-c3cccs3)n2Cc2ccccc2)nc2sc3ccccc3n12	-1.4	99.7	0.1	-6.1	-2.9	-3.5	99.3	97.2
CC1=C(C(=O)Nc2ccc(CC(=O)NCc3ccc(OC(C)C)cc3)cc2)SCCO1	10.5	111.1	-5.1	-17.5	8.9	13.7	102.7	102.0
CCOC(=O)c1c(C)c(-c2ccccc2)n(CC(=O)N2CCN(C)CC2)c1C	1.5	100.3	0.4	-6.2	-0.7	4.8	104.3	111.9
Cc1cc(C)c(C(=O)N2CCCC(Nc3ccc(C)c(C)c3)C2)o1 (stereo unspecified)	62.9*	96.8	-8.5	-12.5	-7.0	6.6	95.1	97.3
CCCc1ccc(OCc2nc(-c3ccc(NC(=O)c4ccco4)cc3)no2)cc1	4.0	102.6	3.0	4.9	4.0	-0.6	101.4	89.9
CCC(=O)N1CCc2cc(Br)cc(S(=O)(=O)N3CCC(C(=O)NCCCOC(C)C)CC3)c21	0.6	92.7	-3.0	5.5	-8.4	7.0	93.8	76.1
O=S(=O)(NCc1ccc(Cl)cc1)c1cccc2cccnc12	-0.5	105.5	5.2	-7.6	3.4	-3.7	98.2	103.9
O=C(Nc1ccc(Br)cc1)C1CCCN1S(=O)(=O)c1cccs1 (stereo unspecified)	9.2	103.6	-5.4	-14.5	1.6	7.6	x	95.0
COc1ccc(C(=O)Nc2ccc(C)cn2)c(OC)c1	49.0*	103.1	3.9	6.7	9.8	-0.2	102.5	106.7
CN1CCc2c(c3ccccc3n2C)C1	2.5	103.4	-3.3	12.3	4.5	-0.3	102.6	97.7
COc1ccc(CN2C(=O)CC(C(=O)NCCc3ccc(S(N)(=O)=O)cc3)SC2=Nc2ccccc2)cc1 (stereo unspecified)	2.7	99.3	12.2	-1.6	0.4	0.1	101.4	96.3
CCOc1cc(NC(=S)NCC2CCCO2)c(OCC)cc1NC(=O)C1CC1 (stereo unspecified)	5.4	100.3	-7.9	-2.0	2.8	-1.8	100.9	98.3
CCN1C(=O)/C(=C\N(C)C)S/C1=N\S(=O)(=O)c1ccccc1	-1.3	95.0	-15.5	-5.3	2.5	-2.0	99.3	100.4
CC(C)(C)C1CCc2c(sc(NC(=O)CSc3nnc(-c4ccccc4)o3)c2C#N)C1 (stereo unspecified)	0.8	98.5	12.4	1.8	-1.2	-0.2	100.1	86.9
COc1ccc(CN2CCNC(=O)C2CC(=O)N2CCCCO2)cc1OC (stereo unspecified)	4.2	103.9	-6.8	-7.4	-9.7	-1.2	104.8	91.2
CCCS(=O)(=O)N1CCN(C(=O)c2ccccc2F)CC1	-3.5	104.2	-6.8	4.4	-7.3	-7.6	94.7	96.7
COc1cccc(NC(=O)c2ccccc2C(F)(F)F)c1	2.9	97.7	-1.9	-10.0	10.8	1.0	102.2	94.8
CCn1c(C(C)NC(=O)c2cccs2)n[nH]c1=S (stereo unspecified)	1.2	128.8	3.8	-1.0	-6.9	7.6	104.5	97.5

# Molecules above that contain a nitro group on carbon, in the order listed:
SMILES	AHR act	MEP2-GFP yeast	EBNA-1 inhibitor	ZTA counter	proCasp7 act	proCasp3 act	RPL19A TOR yeast	LAP4-GFP MLPCN
COc1ccc(-c2ccc(/C=C3/C(=N)N4C=CSC4=NC3=O)o2)c([N+](=O)[O-])c1	49.2*	97.6	2.0	-5.0	-12.6	-10.1	92.0	91.8
CS(=O)(=O)N1CCN(c2ccccc2NC(=S)NC(=O)c2ccccc2[N+](=O)[O-])CC1	0.2	103.1	-4.1	3.7	2.6	4.3	97.9	98.1
O=[N+]([O-])c1cc(-c2csc(NCCc3nc4cc(Cl)c(N5CCCCC5)cc4n3CCCO)n2)ccc1Cl	4.8	96.1	2.7	7.0	1.0	-1.5	101.3	108.3

# Copied from the list:
# MEP2-GFP yeast, O=S(=O)(NCc1ccc(Cl)cc1)c1cccc2cccnc12 = 105.5
# proCasp7 act, CCN1C(=O)/C(=C\N(C)C)S/C1=N\S(=O)(=O)c1ccccc1 = 2.5
